Source: PubChem BioAssay (National Center for Advancing Translational Sciences (NCATS))
Nrf2 inh = blocks Nrf2 signaling; A549 ARE-Fluc reporter, luciferase luminescence, 18-24 h; hit rate 2.1% among 360,000; AID 504444; Potency, µM (doses to about 46 µM), for the others: at the highest dose activity change, negative = inhibition, usual class: inhibitors; also: potency is read from the fitted curve at half-maximal effect; % is scaled to controls: 0 for no effect and ±100 for the full control effect; nearly all actives have a fitted effect of over 60% in size
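A549 ARE_Fluc cells (5000/well, 5% FBS OPTI-MEM) pre-incubated 2 h, then treated with compounds 18-24 h at 37C/5% CO2 in concentration-response. CellTiter-Fluor viability read first; BugLite luciferase luminescence after 15 min at room temperature gives Nrf2 activity.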
HepG2 tox = kills HepG2 cells in TGF-b inhibitor counter-screen; HepG2 CAGA-GFP viability, ATP luminescence, 18 h; Potency, µM (doses to about 46.1 µM), inactives show at the highest dose activity change, negative = cytotoxicity, hits mostly cytotoxic; hit rate 0.76% among 410,000; also: potency is read from the fitted curve at half-maximal effect; some results filed as inactive show a strong effect at the top dose
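HepG2 CAGA-GFP cells (1000/well, DMEM with 1% FBS) received compound, then TGF-beta at 500 pg/mL final, and were incubated 18 hours at 37 degrees C. Viability was read by CellTiter-Glo luminescence. Media-only wells were set as complete cell-killing and DMSO as no toxicity.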
ATXN2 expr inh = ATXN2 expression inhibition | HEK-293 ATXN2-luciferase reporter, luminescence, 24 h | Potency, µM (titrated, usually from 57 µM), for inactives: top-dose activity change, negative = inhibition, usual class: inhibitors | hit rate 0.72% among 360,000; also: potency is read from the fitted curve at half-maximal effect; % is scaled to controls: 0 for no effect and ±100 for the full control effect; nearly all actives have a fitted effect of over 55% in size
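ATXN2-luciferase reporter cells (luciferase flanked by upstream and downstream ATXN2 gene portions) were treated 24 h at 37 °C with compounds at up to 57 uM. SteadyGlo luminescence gave expression; GF-AFC fluorescence gave viability.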
S2 tox = reduces viability in counter-screen for ATXN expression inhibitors | S2 cells (HEK-293 line with an ATXN2-luciferase reporter) viability, CellTiter-Fluor protease fluorescence, 24 h | hit rate 0.49% among 400,000 | Potency, µM (doses to about 56.7 µM), actives largely listed as cytotoxic; also: potency is read from the fitted curve at half-maximal effect; nearly all actives have a fitted effect of over 40% in size
A549 tox = A549 cytotoxicity, counter-screen for Nrf2 inhibitors; A549 ARE-Fluc cells, CellTiter-Fluor viability, 18-24 h; Potency, µM (titrated, usually from 46 µM), without a hit: at the top dose activity change, negative = cytotoxicity, usual class: inhibitors; hit rate 0.16% among 390,000; also: potency is read from the fitted curve at half-maximal effect; % is scaled to controls: 0 for no effect and ±100 for the full control effect
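A549 ARE-Fluc cells in 5% FBS OPTI-MEM, 5000 cells/well, rested 2 h then exposed to compounds in concentration-response for 18-24 h at 37 °C. Viability by CellTiter-Fluor fluorescence (Ex 405/Em 525) after 30 min; luciferase luminescence (BugLite, 15 min, RT) read afterwards.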
TGFb SMAD3 inh = TGF-b pathway inhibition. HepG2 CAGA-GFP TGF-b/SMAD3 reporter, GFP fluorescence, 18 h; TGF-beta stimulated, 500 pg/mL final. Potency, µM (top dose mostly 46.1 µM), inactives show at the highest dose activity, negative = inhibition, usual class: inhibitors. hit rate 1.2% among 410,000. AID 588855; also: potency is read from the fitted curve at half-maximal effect; % is scaled to controls: 0 for no effect and ±100 for the full control effect; nearly all actives have a fitted effect of over 65% in size
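GFP signal (ex488/em500-530) from TGF-beta-stimulated HEPG2 CAGA-GFP cells, 500 pg/mL final, 18 h at 37 degrees C in DMEM plus 1% FBS, normalized to unstimulated and DMSO-stimulated controls.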
Nrf2 ARE act = activators of Nrf2 (ARE) signaling. AREc32 ARE-luciferase reporter (MCF7-derived line), luminescence, 24 h. Potency, µM (top dose mostly 46.1 µM), for the others: at the top dose activation, actives largely listed as activators. hit rate 0.31% among 410,000. AID 624171; also: potency is read from the fitted curve at half-maximal effect; % of control where 0% means no effect; nearly all actives have a fitted effect of over 65% in size
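AREc32_Fluc, 1000 cells/well, OPTI-MEM + 5% FBS, o/n 37 deg C 5% CO2; 23 nL cpd by pin tool, 24 hr; Steady-Glo 30 min RT, luminescence.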
MCF10A rereplic = inducers of DNA re-replication in MCF 10A breast cells; hit rate 2.9% among 350,000; AID 624296; MCF 10A DNA re-replication, Hoechst nuclear intensity, 48 h; Potency, µM (doses to about 46.1 µM), without a hit: at the top dose activity, positive = re-replication, hits mostly activators; also: potency is read from the fitted curve at half-maximal effect; % of control where 0% means no effect; nearly all actives have a fitted effect of over 50% in size
IL-1B inflam inh = inflammasome signaling inhibition, IL-1 beta readout; THP-1 LPS/ATP IL-1B secretion, AlphaLISA, 16 h; hits give low values; hit rate 4.7% among 360,000; activity change, % at 57.5 µM; in the data active = activity change below about -50%; inconclusive = mostly about -30% to -49%; also: % is scaled to controls: 0 for no effect and ±100 for the full control effect
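Secreted IL-1B measured by AlphaLISA bead assay after 16 h compound exposure of THP-1 cells; compounds (final up to 57.5 uM) added 1 h before LPS (250 ng/mL) and ATP (1.25 mM) stimulation; lower signal means less secretion.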
Numbers without * were called inactive; i = inactive; ? = inconclusive; . = no result given; & = joins results of further samples; [ ] = remark or other dose. Unless noted, calls follow the shape of the dose curve; as a rule, active = well fitted curve in the direction sought with a large enough effect; inconclusive = small, poorly fitted or top-dose-only effect, or another doubt; inactive = no such curve, though single readings can be large; an effect the other way counts as inactive or inconclusive.

cpd	SMILES	Nrf2 inh	A549 tox	TGFb SMAD3 inh	HepG2 tox	S2 tox
1	Cc1cc(NC(=O)NCc2ccccc2)c(=O)n(Cc2ccc(F)cc2)c1	-21.9%	1.5%	7.8%	-9.6%	i
2	Cc1ccc(C)c2[nH]c(=O)c(C(c3nnnn3CCc3ccccc3)N3CCOCC3)cc12 (stereo unspecified)	-13.6%	0.9%	17.6%	-4.9%	i
3	CCOC(=O)CN(Cc1sccc1C)C(=O)Nc1ccc(OC)cc1OC	-6.9%	10.8%	-1.6%	2.5%	i
4	O=C(CCCn1c(SCC(=O)c2ccccc2)nc2ccccc2c1=O)NCC1CCCO1 (stereo unspecified)	-22.0%	-7.6%	-3.3%	-22.0%	?
5	COc1ccc(CCN(C)C(=O)c2ccc(S(=O)(=O)NCc3ccco3)cc2)cc1OC	-17.1%	-6.9%	?	-8.7%	i
6	Cc1cc(C)nc(NC(=O)/C=C/c2cccs2)c1	10.3%	-6.4%	-2.3%	-8.4%	i
7	CCn1c(=O)cc(N2CCCCC2)[nH]c1=O	-6.2%	-8.6%	6.7%	5.9%	i
8	Cc1ccc(NC2=C(Cl)C(=O)c3ccccc3C2=O)cc1	23.0%	?	?	-6.3%	.
9	CC(NC(=O)CN1c2cccc3cccc(c23)S1(=O)=O)c1ccc(S(N)(=O)=O)cc1 (stereo unspecified)	-29.7%	-13.5%	-21.6%	-11.5%	i
10	O=C(NCCc1ccc(Cl)cc1)c1ccc2[nH]c(=O)c(=O)[nH]c2c1	-3.8%	4.3%	1.3%	-8.7%	i
11	CCN(CC(=O)Nc1ccc(OC)cc1)CC(=O)N1CC(=O)Nc2ccccc21	0.6%	1.6%	10.3%	-0.1%	?
12	O=C(c1cnn(-c2ccccc2)c1-n1cccc1)N1CCN(C2CCCCC2)CC1	2.8%	2.3%	-5.3%	-3.3%	i

cpd	MCF10A rereplic	IL-1B inflam inh	ATXN2 expr inh	Nrf2 ARE act
1	22.6%	1.9	-3.4%	3.5%
2	10.0%	-19.3	-1.9%	3.5%
3	17.5%	10.2	-17.0%	-0.4%
4	1.3%	-12.3	-13.5%	0.0%
5	-7.2%	24.3	0.2%	0.2%
6	-4.6%	?	44.3%[activator]	21.5%
7	-1.1%	19.4	3.2%	-0.1%
8	7.31µM*	-13.6	?	?
9	3.8%	-11.2	7.8%	3.8%
10	1.0%	42.4	.	3.8%
11	15.9%	-2.8	.	-0.3%
12	-1.8%	24.9	20.4%	0.1%

Going on with the list:
cpd	SMILES	Nrf2 inh	A549 tox	TGFb SMAD3 inh	HepG2 tox	S2 tox
13	COc1ccc(CCN2CC(C(=O)NCC(c3ccccc3)N(C)C)CC2=O)cc1OC (stereo unspecified)	13.4%	2.3%	-0.1%	-1.5%	i
14	Cc1cc(C(=O)Nc2ccccc2C(=O)O)oc1C	25.0%	0.6%	3.1%	-2.3%	i
15	COCCN(C(=O)Nc1ccccc1OC)c1nc2ccccc2s1	4.0%	-3.6%	3.0%	-42.4%	i
16	CC(=O)c1cccc(NC(=O)CCn2nc(C)c(S(=O)(=O)N(C)C)c2C)c1	.	0.6%	9.1%	-9.8%	.
17	CCN1C(=O)C(CC(=O)NCCc2ccccc2)N(NC(=O)c2cccnc2)C1=S (stereo unspecified)	-3.0%	-2.6%	19.6%	-0.6%	i
18	Cc1cc(=O)[nH]c(=O)n1Cc1ccccc1	?	-1.0%	6.0%	2.8%	i
19	CCOc1cc(CN2CCC(n3nccc3NC(=O)C3CC3)CC2)ccc1O	-1.7%	1.8%	1.4%	-67.0%	i
20	Cc1cccc(OCC(=O)Nc2ccc(S(=O)(=O)Nc3onc(C)c3C)cc2)c1C	14.9%&-0.5%	0.6%&-7.4%	3.1%&-13.8%	12.9%&-12.7%	i
21	COc1ccc(-c2csc(NC(C)c3nc4cc(Cl)c(N5CCCCC5)cc4n3CCOCCO)n2)cc1 (stereo unspecified)	?	-19.0%	?	-7.4%	?
22	CCn1c2ccccc2c2cc(NC(=O)COC(=O)c3cc(Cl)c(N)cc3OC)ccc21	-3.5%	-5.7%	1.1%	3.3%	i
23	COc1ccc(CNC(=O)COC(=O)c2cc3ccccc3cc2O)cc1OC	17.5%	-2.9%	2.3%	1.7%	i
24	CCN(CC)C(CNC(=O)CSc1nnnn1-c1ccc(C)c(C)c1)c1ccco1 (stereo unspecified)	-2.0%	-5.7%	-12.0%	-28.3%	i

cpd	MCF10A rereplic	IL-1B inflam inh	ATXN2 expr inh	Nrf2 ARE act
13	-2.4%	-1.2	6.0%	0.9%
14	9.7%	4.1	.	0.4%
15	2.0%	-2.0	.	6.4%
16	.	.	.	-0.8%
17	-7.0%	3.2	-8.8%	-0.6%
18	0.4%	22.2	-13.0%	0.2%
19	1.9%	12.4	.	-0.2%
20	4.2%	6.2	-1.1%&-6.7%	-0.9%&-0.8%
21	19.4%	-23.5	-35.7%	0.1%
22	21.5%	-7.9	-4.8%	0.0%
23	3.3%	21.1	-12.9%	1.7%
24	9.5%	16.1	-5.3%	-0.1%

(cont.)
cpd	SMILES	Nrf2 inh	A549 tox	TGFb SMAD3 inh	HepG2 tox	S2 tox
25	Cc1ccc2oc(Nc3nc(C)c(C)c(C)n3)nc2c1	20.3%	0.4%	-12.7%	-14.3%	.
26	COc1cc(NC(=O)CN2CC(c3ccccc3)CC2=O)cc(OC)c1 (stereo unspecified)	5.5%	3.9%	0.8%	4.1%	i
27	CCOc1ccc(CCNC(=O)c2ccc3nc(CC)c(CC)nc3c2)cc1	0.0%	0.0%&0.9%	?	-6.8%&-9.2%	i
28	CCOC(=O)CON1C(=O)C(=O)N(OCC(=O)OCC)[C@H]2CCCC[C@H]21	-17.4%	-9.1%	9.5%	-9.6%	?
29	COc1cc(-c2csc(C)n2)ccc1O	28.4%	3.0%	10.8%	2.8%	i
30	CCC1(C(=O)OC)NC(c2ccco2)C2C(=O)N(c3ccccc3)C(=O)C21 (stereo unspecified)	?	15.7%	-0.1%	-8.1%	i
31	CCNC(=S)Nc1cccc(F)c1C	1.0%	-4.7%	8.3%	9.6%	i
32	CCOc1ccc(C(=O)COC(=O)CN2C(=O)NC3(CCCCC3C)C2=O)cc1 (stereo unspecified)	0.3%	3.8%	2.9%	-0.2%	i
33	CC1=[N+]([O-])C(C)(C)C(C)N(O)C1=O (stereo unspecified)	-0.6%	-5.6%	7.9%	-24.6%	i
34	O=C(N/N=C/c1ccc(O)c(O)c1)c1cccc(S(=O)(=O)N2CCCCC2)c1	-2.9%	-0.1%	1.5%	11.0%	i
35	COc1ccc(C(CNC(=O)c2oc3cc(Br)ccc3c2C)N2CCCCC2)cc1 (stereo unspecified)	7.3%&9.9%	1.4%&-2.0%	2.8%&-5.8%	5.9%&-5.0%	i
36	O=C(/C=C/c1ccccc1Cl)NCCN1CCOCC1	?	19.1%	-5.4%	-3.1%	i

cpd	MCF10A rereplic	IL-1B inflam inh	ATXN2 expr inh	Nrf2 ARE act
25	-0.2%	?	.	5.1%
26	-2.9%	-2.2	1.6%	-0.3%
27	26.0%	15.3	-3.9%	-0.6%&8.4%
28	-2.8%	11.3	3.7%	-0.6%
29	-2.8%	7.0	0.2%	-0.4%
30	17.0%	-4.3	-7.5%	7.1%
31	0.8%	5.0	0.8%	0.1%
32	5.0%	-0.2	5.8%	2.2%
33	-3.2%	18.5	-1.4%	-0.2%
34	-1.6%	30.4	-6.0%	-0.3%
35	3.7%	11.3	1.6%	0.0%&-0.5%
36	0.9%	-7.6	0.4%	0.1%

(next part)
cpd	SMILES	Nrf2 inh	A549 tox	TGFb SMAD3 inh	HepG2 tox	S2 tox
37	COc1ccc(C)cc1NC(=O)C1CCCN(S(=O)(=O)c2cccc3nonc23)C1 (stereo unspecified)	3.2%	-4.9%	-8.2%	5.3%	i
38	CCn1cc([C@@H]2C[C@H]3CN(Cc4cccc(Cl)c4)C(=O)[C@]34CCCN24)c(C)n1	-10.9%	1.0%	16.8%	22.9%	i
39	O=C(CC1C(=O)NCCN1Cc1cccc(C(F)(F)F)c1)NC1CCCCCC1 (stereo unspecified)	-6.2%	-6.8%	5.0%	4.8%	i
40	COC(=O)c1sccc1S(=O)(=O)N1CCN(c2cccc(C)c2C)CC1	-14.5%	2.8%	-1.2%	-0.2%	i
41	CCn1c(CSc2nc3ccccc3s2)nnc1SCC(=O)c1ccc(Cl)cc1	-28.1%	-1.9%	-0.6%	-9.4%	i
42	CN(C)S(=O)(=O)c1ccc(Cl)c(C(=O)OCC(=O)NNC(=O)c2cccs2)c1	-15.1%	-0.7%	11.7%	-12.7%	i
43	COc1ccc(CNC(=O)CCSCc2cccc(F)c2)cc1	?	-0.2%	-4.1%	-3.3%	i

cpd	MCF10A rereplic	IL-1B inflam inh	ATXN2 expr inh	Nrf2 ARE act
37	1.0%&-29.7%	12.9	3.9%	0.3%
38	0.0%	3.0	-11.1%	1.8%
39	6.5%	-13.0	-4.6%	3.0%
40	.	.	-16.9%	0.9%
41	?	-21.2	13.8%	5.6%
42	2.4%	6.6	3.5%	-2.9%
43	-19.7%	13.2	-11.4%	-0.2%

Random excerpt: three compounds from above, in no set order.
cpd	SMILES	Nrf2 inh	A549 tox	TGFb SMAD3 inh	HepG2 tox	S2 tox
43	COc1ccc(CNC(=O)CCSCc2cccc(F)c2)cc1	?	-0.2%	-4.1%	-3.3%	i
42	CN(C)S(=O)(=O)c1ccc(Cl)c(C(=O)OCC(=O)NNC(=O)c2cccs2)c1	-15.1%	-0.7%	11.7%	-12.7%	i
38	CCn1cc([C@@H]2C[C@H]3CN(Cc4cccc(Cl)c4)C(=O)[C@]34CCCN24)c(C)n1	-10.9%	1.0%	16.8%	22.9%	i

cpd	MCF10A rereplic	IL-1B inflam inh	ATXN2 expr inh	Nrf2 ARE act
43	-19.7%	13.2	-11.4%	-0.2%
42	2.4%	6.6	3.5%	-2.9%
38	0.0%	3.0	-11.1%	1.8%
